# Screening data from PubChem.
# Cav32 inh – blocks human Cav3.2 T-type calcium channel; O95180; Cav3.2-expressing cells, Fluo-4 calcium fluorescence FDSS; active compounds read low; B-score at 10 µM; 100,000 compounds, 4% hits; AID 449739;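 active = single-dose well whose peak fluorescence ratio is a statistical outlier from its plate by either plate-standardised score or position-corrected B-score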
# Starred values were filed as active, the others as inactive. These rows are one share of the data; rates above refer to the full screens.
SMILES,Cav32 inh
COCCNC(=O)c1ccc(CS(=O)(=O)c2ccc(Cl)cc2)o1,-0.34
O/N=C/c1cc(Cl)ccc1OCc1cccc2ccccc12,-1.9
O=C(CN1CCCCCC1)N1c2ccccc2C=Cc2ccccc21,0.34
CCOc1c(OC(C)=O)ccc(/C=C2\N=C(SCC)SC2=O)c1[N+](=O)[O-],0.15
O=C1c2ccccc2CC1Sc1nnc(-c2ccccn2)o1 (stereo not given),0.51
O=[N+]([O-])c1cc(Cl)ccc1Sc1cccc2cccnc12,-0.18
CC(=O)c1cc(C#N)c(SCCC(C)C)nc1C,-0.76
CCOc1ccc(C2=C/C(=C/c3cccnc3)C(=O)O2)cc1,-0.19
CC1=C(C(=O)N(C)C)C(c2ccc(Cl)c(Cl)c2)NC(=O)N1 (stereo not given),-0.02
Clc1ccc(-c2nnc(SCc3ccon3)o2)c(Cl)c1,-0.77
COc1cc(OC)c2ccc(=O)oc2c1C(CC(=O)N1CCCC1)c1ccc(N(C)C)cc1 (stereo not given),-0.42
O=C1CSC(c2ccccc2)N1CC12CC3CC(CC(O)(C3)C1)C2 (stereo not given),0.042
O=C(NCc1ccccc1)C1=C[C@H](c2ccc(C(F)(F)F)cc2)C[C@H](OCCCCO)O1,-0.83
Cc1cc(C(F)(F)F)n(-c2nc(C(=O)Nc3ccccc3Oc3ccccc3)cs2)n1,-4.4*
Cn1c2c(c(=O)n(C)c1=O)C(NC(=O)c1cccs1)(C(F)(F)F)C(=O)N2 (stereo not given),0.51
O=C(COCC(=O)Nc1cccc(C(F)(F)F)c1)Nc1cccc(C(F)(F)F)c1,0.81
COc1cc(C(=O)OCC(=O)Nc2ccc(F)cc2F)cc(OC)c1OC,-0.011
COc1ccccc1NS(=O)(=O)c1cccc(C(=O)NN)c1,0.32
COc1cc(NC(=O)CSc2nc3ccccc3c(=O)n2C)ccc1NC(=O)c1ccco1,-0.55
CCC(C)NC(=O)c1cc(-c2ccc(OC)cc2)on1 (stereo not given),0.86
CCOC(=O)C1=C(NC(=S)NC(=O)c2ccccc2)c2ccccc2CC1C(C)C (stereo not given),-2.9
Cn1cc(-c2nnc(-c3ccccc3)o2)c2ccccc21,-1.4
Cc1ccc(CNC(=O)Cn2cccc2C(=O)c2ccccc2)cc1,-4.9*
O=C(COC(=O)c1ccc(S(=O)(=O)N2CCCC2)cc1)NCc1ccc(Cl)cc1,-2.6
COc1cc2cc(CN(Cc3nnnn3Cc3ccco3)C3CCCCC3)c(=O)[nH]c2cc1OC,1.2

# Next part
SMILES,Cav32 inh
CCOC(=O)NC(=O)/C(C#N)=N/Nc1ccc(F)cc1,-2.1
Cc1c(NC(=O)c2ccc(Br)o2)cccc1C(=O)O,2
Cc1occc1C(=O)NC(C)c1ccc2c(c1)OCO2 (stereo not given),1.5
CCOC(=O)c1cc2sccc2n1Cc1ccc(C#N)cc1,-3.4
CCOc1cc(CNc2ccccc2)cc(Br)c1OCc1ccccc1F,-1.5
COc1ccccc1-n1cnnc1SCC(=O)Nc1ncc(Cl)cc1Cl,0.63
CCOC(=O)C1C(=O)CC(C)(O)C(C(=O)OCC)C1c1cccc(OC)c1 (stereo not given),-0.63
Cc1cc(C)n(-c2nc3c(c(=O)[nH]c(=O)n3C)n2C)n1,1.4
CCC1CCCCN1C(=O)CSc1nnc(-c2ccc(Cl)cc2)o1 (stereo not given),-2.4
CC(=O)c1cccc(NC(=O)c2cc(C(C)C)on2)c1,-0.36
CCCCC(NC(C)=O)c1nc2ccccc2n1CCC (stereo not given),0.96
COc1ccc(C(=O)Nc2ccccc2C(=O)N(Cc2ccco2)C(C(N)=O)C(C)C)cc1 (stereo not given),0.31
CCOc1ccccc1Oc1c(C)oc2c(CN3CCN(C)CC3)c(O)ccc2c1=O,-2.1
CC(C)(O)c1nnn(-c2ccccc2)c1C(F)(F)F,-0.034
COc1ccc(OC)c(NC(=O)Nc2cccc3ccccc23)c1,0.27
COc1ccc(N=c2oc3ccc(OC)cc3cc2-c2nc3ccccc3[nH]2)cc1,0.033
Cc1cc(C)nc(NC(=O)c2c(-c3c(Cl)cccc3Cl)noc2C)n1,-0.008
COc1ccc(-c2ccc(F)cc2)cc1[C@H]1[C@H]2C=CC[C@@H](C)[C@@H]2C(=O)N1Cc1ccccc1,-1.3
C=CCn1c(SCC(=O)NCc2ccc3c(c2)OCO3)nnc1C1COc2ccccc2O1 (stereo not given),-3.3
COc1ccccc1NS(=O)(=O)c1ccc(NC(C)=O)cc1,0.049
Cc1nnc(SCC(=O)Nc2ccc3c(c2)OCO3)o1,-0.032
CCOC(=O)CSc1nnc(N)s1,0.66
O=C1CCC(=O)N1OCCCCOc1ccccc1,0.41
Cc1cc(=O)[nH]c2c1cnn2Cc1ccccc1,0.37
CSc1nc2nccc(-c3ccc(Cl)cc3)n2n1,0.32

# (next part)
SMILES,Cav32 inh
CN(C(=O)c1ccc2c(c1)OCO2)C1(C(=O)NC2CCCC2)CCCCC1,0.022
Cc1nc2nc(C)c(CCC(=O)Nc3ccc4c(c3)OCO4)c(C)n2n1,0.13
COc1ccccc1N(CC(=O)NC1CCCC1)C(=O)c1csnn1,0.24
CCC(C)(C)NC(=O)C(c1ccc(C)cc1)N(Cc1cccnc1)C(=O)c1csnn1 (stereo not given),0.42
N#Cc1c(-c2cccc(F)c2)cc(-c2ccccc2)nc1Br,0.18
CC1CCN(C(=O)CSc2nnc(Cn3c(=O)sc4ccccc43)n2C)CC1,-2.4
COc1ccc(CNC2CCCCC2C)c(OC)c1 (stereo not given),-0.4
Cc1cc(NC(=O)c2cc(-c3cccc(Cl)c3)on2)no1,-2.4
O=C(N/N=C/CCc1ccccc1)c1ccccc1,0.062
CCc1ccc(NC(=O)CSc2nc3ccccc3c(=O)n2CCCC(=O)N2CCCC2)cc1,-0.64
CCOC(=O)c1ccc(NC(=O)CSC2=NC(=O)C(CC)C(=O)N2)cc1 (stereo not given),-0.023
Cc1cc2ccccc2n1CCNC(=O)COc1ccccc1,-4.7
CCOc1cc(NC(=O)CC(C)C)c(OCC)cc1NC(=O)CCn1nnc2ccccc21,0.28
CCOc1ccc(OCC)c(C2C(C#N)=C(N)N(c3cccnc3)C3=C2C(=O)CC(C)(C)C3)c1 (stereo not given),-0.012
CC(=O)Nc1cc2c(cc1Br)OCCO2,1.3
Cc1ncc([N+](=O)[O-])n1CCOC(=O)NC(NCc1ccccc1)C(Cl)(Cl)Cl (stereo not given),-0.16
CN(C)C(=O)N1CCC(C(=O)NCc2ccc(F)cc2)CC1,-0.13
COc1cc(NC(=O)CCc2c(C)nc3nc(C)nn3c2C)cc(OC)c1,0.95
O=C(CSc1nc(-c2ccccc2Cl)ns1)NCc1ccco1,-1.1
CCOC(=O)C1CCCN(c2c(Nc3ccc(OCC)cc3)c(=O)c2=O)C1 (stereo not given),1.5
O=C(Cc1ccc(Cl)cc1)NNC(=O)Nc1cccc2ccccc12,-0.69
CC(C)(C)C(=O)Nc1ccc(C(=O)NCc2cccnc2)cc1,-0.12
CN=C(Nc1cc(C)nn1-c1ccccc1)c1ccccc1,-0.045
C=CCNc1cc(C)oc(=O)c1C(=O)CCC,0.097
Cc1cc(C(F)F)n2nc(C(=O)O)nc2n1,0.16

# In another format: 19 of the compounds above
smiles | Cav32 inh
N#Cc1c(-c2cccc(F)c2)cc(-c2ccccc2)nc1Br | 0.18
CC1CCN(C(=O)CSc2nnc(Cn3c(=O)sc4ccccc43)n2C)CC1 | -2.4
COc1ccc(CNC2CCCCC2C)c(OC)c1 (stereo not given) | -0.4
Cc1cc(NC(=O)c2cc(-c3cccc(Cl)c3)on2)no1 | -2.4
O=C(N/N=C/CCc1ccccc1)c1ccccc1 | 0.062
CCc1ccc(NC(=O)CSc2nc3ccccc3c(=O)n2CCCC(=O)N2CCCC2)cc1 | -0.64
CCOC(=O)c1ccc(NC(=O)CSC2=NC(=O)C(CC)C(=O)N2)cc1 (stereo not given) | -0.023
Cc1cc2ccccc2n1CCNC(=O)COc1ccccc1 | -4.7
CCOc1cc(NC(=O)CC(C)C)c(OCC)cc1NC(=O)CCn1nnc2ccccc21 | 0.28
CCOc1ccc(OCC)c(C2C(C#N)=C(N)N(c3cccnc3)C3=C2C(=O)CC(C)(C)C3)c1 (stereo not given) | -0.012
CC(=O)Nc1cc2c(cc1Br)OCCO2 | 1.3
Cc1ncc([N+](=O)[O-])n1CCOC(=O)NC(NCc1ccccc1)C(Cl)(Cl)Cl (stereo not given) | -0.16
CN(C)C(=O)N1CCC(C(=O)NCc2ccc(F)cc2)CC1 | -0.13
COc1cc(NC(=O)CCc2c(C)nc3nc(C)nn3c2C)cc(OC)c1 | 0.95
O=C(CSc1nc(-c2ccccc2Cl)ns1)NCc1ccco1 | -1.1
CCOC(=O)C1CCCN(c2c(Nc3ccc(OCC)cc3)c(=O)c2=O)C1 (stereo not given) | 1.5
O=C(Cc1ccc(Cl)cc1)NNC(=O)Nc1cccc2ccccc12 | -0.69
CC(C)(C)C(=O)Nc1ccc(C(=O)NCc2cccnc2)cc1 | -0.12
CN=C(Nc1cc(C)nn1-c1ccccc1)c1ccccc1 | -0.045

# Carrying on:
SMILES,Cav32 inh
Cc1ccc2cc(CN(Cc3ccco3)C(=O)NCc3ccccc3)c(=O)[nH]c2c1C,-4.3*
Cc1nnc(SCCN2C(=O)c3ccccc3C2=O)[nH]c1=O,-0.023
CCc1nnc(NC(=O)CN2CCN(c3cccc(OC)c3)CC2)s1,1.1
NC(=O)c1ccc(C(F)(F)F)n(Cc2ccccc2Cl)c1=O,-0.65
C=C(C)COc1ccc(-c2[nH]ncc2-c2ccccc2OC)c(O)c1,-3.4
COC(=O)c1nnn(-c2nonc2N)c1CSc1ccccn1,0.31
CCOCCCNC(=O)C(NC(=O)CNC(C)=O)c1ccc(C)cc1 (stereo not given),0.12
O=C(N/N=C/c1ccc(-c2ccccc2[N+](=O)[O-])o1)c1cccnc1,0.95
COc1cccc(NC(=O)NC2CCN(Cc3nnnn3Cc3ccc(F)cc3)CC2)c1,-2.5
CSc1ccccc1N=CC1=C(O)CC(C)(C)CC1=O,-0.016
CCCCNC(=O)CS(=O)Cc1nc(-c2ccc(C)cc2)oc1C (stereo not given),-2.4
Cc1[nH]n2c(=O)cc(-c3ccc([N+](=O)[O-])cc3)nc2c1-c1ccccc1,-4.4*
C#CCOCCOCCOCCNc1nc(N2CCN(C(=O)[C@H](C(C)C)n3cc(CCO)nn3)CC2)nc(N2CCN(C(=O)[C@H]([C@@H](C)CC)n3cc(CCCCN)nn3)CC2)n1,0.18
COC(=O)c1[nH]c2cccc(OC)c2c1NC(=O)CN1CCC(C(N)=O)(N2CCCCC2)CC1,0.45
CCC(C(=O)NCc1ccccc1OC)n1nc(C)n2c(cc3occc32)c1=O (stereo not given),-0.75
COc1ccc(OCC(O)CNC(=O)c2ccc(Br)cc2)cc1 (stereo not given),-1.6
O=C(Cn1ccc2ccccc2c1=O)Nc1ccc2c(c1)OCO2,0.14
C=CCN1C(=O)C(O)=C(C(C)=O)C1c1ccccc1F (stereo not given),0.8
CC(NC(=O)CN1CCCC1)C12CC3CC(CC(C3)C1)C2 (stereo not given),0.82
CCc1nn(CC(=O)NCCCN(Cc2ccccc2)C(C)C)c(=O)c2cc3sccc3n12,0.97
O=C(C1=C[C@H](c2coc3ccccc3c2=O)C[C@H](OCc2ccc(CO)cc2)O1)N1CCOCC1,0.026
CC1CCC(N2CCN(c3ncccn3)CC2)CC1 (stereo not given),-0.027
CCOC(=O)C(C)Sc1snnc1C (stereo not given),-0.14
CC1=NN(c2ccc(Br)cc2)C(=O)/C1=C/c1cccs1,-0.29
O=C(Cn1ncc2c1-c1ccccc1OC2)N1CCN(c2ccccn2)CC1,0.017

# Next part
SMILES,Cav32 inh
C=CCn1c(SCC(=O)Nc2sc3c(c2C#N)CCC3)nnc1C1COc2ccccc2O1 (stereo not given),-2.7
N#C/C(=C\c1ccc(Sc2nc3ccccc3[nH]2)o1)c1ccccc1,-3
COc1ccc(S(=O)(=O)NCCC(C)C)cc1C,-0.48
O=C(COC(=O)c1ccccc1C(=O)c1ccccc1)c1ccco1,-0.055
O=C(CN(Cc1ccc(F)cc1)C(=O)C1CSC(=O)C1)NC1CCCCC1 (stereo not given),0.46
CCOC(=O)N1CCN(C(=O)Nc2ccc(Cl)cc2Cl)CC1,0.34
O=C(Cn1c(CO)nc2ccccc21)Nc1cc(C(F)(F)F)ccc1N1CCOCC1,-1.9
N#Cc1cc(C#N)c(N2CCN(c3ccccn3)CC2)nc1N,-1.4
c1cncc(C(c2nnnn2C2CCCC2)N2CCN(Cc3ccc4c(c3)OCO4)CC2)c1 (stereo not given),1.4
Cc1ccc2nc(SCCCCOc3ccccc3)[nH]c2c1,-6.2*
Cn1c(=O)c2c(nc(NCc3ccco3)n2Cc2ccccc2Cl)n(C)c1=O,0.076
CCN(CC)C(=O)CSc1nc2ccccc2n1CC(=O)N1CCN(c2ccccc2OC)CC1,1.8
CCN1CCN(c2oc(-c3ccc(OC)cc3)nc2C#N)CC1,0.35
Cc1ccc(N2CCN(C(=S)c3ccc(N(C)C)cc3)CC2)cc1,-1.9
COc1ccccc1Nc1nc2ccccc2n1C,0.23
COc1ccc(-c2cc(C(=O)N3CCN(c4ccccc4)CC3)c3ccccc3n2)cc1OC,-1.1
CC(=O)c1c(C(C)=O)c(C)n(-c2nc(-c3cccs3)c(C)s2)c1C,-1.3
COc1cc2c(C(=O)N3CCN(C)CC3)c(C)n(-c3ccccc3)c2cc1Br,1.9
CCc1nn(-c2ccccc2)c(N)c1-c1ccc(OC)c(OC)c1,-0.15
CC(C)c1nc(NCC2CCCO2)c(C#N)c2c1COC(C)(C)C2 (stereo not given),-3.5*
Cc1ccc(NC(=O)C2CC(c3ccc(F)cc3)=NO2)cc1 (stereo not given),0.044
Cc1ccc(Oc2ccc(NC(=O)Cn3ccsc3=N)cc2)cc1,0.62
O=C(Nc1ccc2nc(-c3ccccn3)[nH]c2c1)C1CCCCC1,-1.3
Nc1nonc1-c1nc2ccccc2n1Cc1ccc(F)cc1,-0.98
C=CCN1C(=NC(=O)CC)SC2CS(=O)(=O)CC21 (stereo not given),1.2
COc1ccccc1NC(=O)c1ccc(Br)o1,0.91
COc1ccccc1NC(=O)c1cn(C)c(=O)c2cc(OC)c(OC)cc12,0.79
Cc1ccc(Cl)cc1Nc1nc(-c2sc(NC(=O)c3ccco3)nc2C)cs1,0.3
COc1cc(/C=N/N(C)c2ccccc2)ccc1O,-0.038
COc1ccc(N2CCN(C(=O)c3ccc(NS(=O)(=O)c4ccc(F)cc4)cc3)CC2)cc1,-2.5
